# Bioassay records: PubChem BioAssay, National Center for Advancing Translational Sciences (NCATS)
# ALOX15 inhib = 15-hLO (ALOX15) enzyme inhibition. P16050. purified 15hLO-1, xylenol orange hydroperoxide absorbance. Potency, µM (series often up to 57.1 µM), for the others: at the top dose activity change, negative = inhibition, actives largely listed as inhibitors. 74,000 compounds, 1.4% hits; also: potency is read from the fitted curve at half-maximal effect; % is scaled to controls: 0 for no effect and ±100 for the full control effect; nearly all actives have a fitted effect of over 55% in size
# Target sequence (P16050 whole entry, looked up): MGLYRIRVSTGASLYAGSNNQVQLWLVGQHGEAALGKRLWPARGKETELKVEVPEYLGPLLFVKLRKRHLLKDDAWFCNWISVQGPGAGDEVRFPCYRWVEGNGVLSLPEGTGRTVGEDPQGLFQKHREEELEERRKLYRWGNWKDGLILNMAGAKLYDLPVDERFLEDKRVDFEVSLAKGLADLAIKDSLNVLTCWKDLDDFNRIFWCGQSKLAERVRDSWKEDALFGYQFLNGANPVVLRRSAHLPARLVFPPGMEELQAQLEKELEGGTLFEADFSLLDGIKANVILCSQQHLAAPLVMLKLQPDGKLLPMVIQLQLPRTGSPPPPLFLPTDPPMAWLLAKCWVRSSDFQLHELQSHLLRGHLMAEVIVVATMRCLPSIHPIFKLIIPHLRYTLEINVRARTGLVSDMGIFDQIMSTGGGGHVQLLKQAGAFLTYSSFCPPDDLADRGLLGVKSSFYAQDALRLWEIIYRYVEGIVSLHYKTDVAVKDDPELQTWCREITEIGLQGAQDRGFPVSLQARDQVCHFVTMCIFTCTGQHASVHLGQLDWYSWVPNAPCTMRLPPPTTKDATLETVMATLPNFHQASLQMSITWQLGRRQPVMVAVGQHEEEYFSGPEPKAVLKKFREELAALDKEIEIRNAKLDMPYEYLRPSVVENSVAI
#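 Quantitative HTS in 25 mM Hepes pH 7.5 containing 0.01% Triton X-100: human 15hLO-1 at 40 nM, arachidonic acid at 50 uM, 6 min turnover. Product quantified via ferrous oxidation/xylenol orange, 573:405 nm absorbance ratio.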
# Hsp90 Hop PPI = changes Hsp90-Hop TPR2A binding signal, up or down; 71,000 compounds, 0.44% hits; AlphaScreen TPR2A-His6 binding biotin-Hsp90 C-terminal peptide; AID 595; Potency, µM (doses to about 57 µM), inactives show at the top dose activity change, negative = inhibition; active = well fitted curve in either direction with a large enough effect; inconclusive = small, poorly fitted or top-dose-only effect, or another doubt; also: potency is read from the fitted curve at half-maximal effect; % is scaled to controls: 0 for no effect and ±100 for the full control effect; many of its hits are not listed in these tables
# BRCT inh red = disrupts BRCA1 BRCT binding to phosphoprotein, red fluorophore readout; P38398; BRCT-phosphopeptide binding, red fluorescence polarization; Potency, µM (titrated, usually from 76.9 µM), for inactives: top-dose activity change, negative = inhibition, hits mostly inhibitors; 75,000 compounds, 0.03% hits; also: % is scaled to controls: 0 for no effect and ±100 for the full control effect
#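 Rhodamine-labelled pBACH1 10-mer (100 nM) bound to BRCT domain (100 nM) at pH 7.3; compounds incubated 12 min room temperature, polarization read. Free peptide defines full inhibition; unlabelled decapeptide titrated as control.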
# Pol III holo inh = DNA polymerase III holoenzyme inhibition; reconstituted DNA polymerase III holoenzyme replication, biochemical; Potency, µM (doses to about 57.1 µM), inactives show at the highest dose activity change, negative = inhibition; 71,000 compounds, 0.25% hits; also: potency is read from the fitted curve at half-maximal effect; % is scaled to controls: 0 for no effect and ±100 for the full control effect
#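 Reconstituted *E. coli* holoenzyme (0.35 nM Pol III, 1 nM beta, 154 nM SSB, 2 nM primase) was preincubated with compound for 15 min at RT. Synthesis on 1.4 nM ssM13Gori ran 35 min, then was stopped with PicoGreen/EDTA and read as dsDNA fluorescence.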
# HBB splicing = hemoglobin beta splicing modulation. 65,000 compounds, 0.06% hits. HBB splicing reporter cell assay, activation; EGFP reporter with mutant IVS2-654 intron; response scale: normalised to 500 nM splice-correcting PNA. Potency, µM (titrated, usually from 46.1 µM), inactives show at the top dose activation, usual class: activators. AID 925; also: potency is read from the fitted curve at half-maximal effect; 0% is about no effect
#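 Compounds were applied for 2 days to HeLa EGFP-654 cells, 500/well in Optimem with 2% FCS. The reporter's EGFP is disrupted by mis-splicing of beta-globin intron IVS2-654. Readout: summed well GFP fluorescence from 488 nm laser scanning; reference was 500 nM antisense […] 654 PNA.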
# A350 autofl = A350 region autofluorescence; Compound autofluorescence, 340/450 nm, Alexa 350 dye-equivalents; hits give high values; max dye-equivalent concentration, M; 59,000 compounds, 11% hits; AID 590; in the data active = max dye-equivalent concentration above about 10 nM; inconclusive = mostly about 1.1 nM to 9.6 nM
# BRCT PPI green = BRCA1 BRCT-phosphoprotein interaction inhibition. P38398. BRCA1 BRCT-phosphopeptide binding, green fluorescence polarization. Potency, µM (highest dose often 76.9 µM), without a hit: top-dose activity change, negative = inhibition, actives largely listed as inhibitors. 75,000 compounds, 0.05% hits. AID 875;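 also: potency is read from the fitted curve at half-maximal effect; plate controls were peptide without protein for full effect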
#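 Fluorescence polarization: His-tagged BRCT (~35 kDa BRCA1 C-terminus, 250 nM) bound to 100 nM fluorescein-labeled phosphorylated 10-aa BACH1 peptide, pH 7.3 phosphate buffer with DTT and Tween 20. Compounds incubated 12 min at room temperature; inhibition read as lowered polarization.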
# CRE Fsk mod = CRE-bla signaling modulation under forskolin stimulation. CHO CRE-bla reporter (cAMP response element driving beta-lactamase), forskolin EC10, beta-lactamase ratio. Potency, µM (highest dose often 38.2 µM), without a hit: at the highest dose activity change, negative = inhibition, hits mostly activators. 71,000 compounds, 2.5% hits; active = well fitted activation curve with a large enough effect in the signal ratio, with a control signal flat, not every such curve was filed as active; inconclusive = small, poorly fitted or top-dose-only effect, or effect the other way, or a change in a side signal; the % refers to the signal ratio; also: potency is read from the fitted curve at half-maximal effect; % of control where 0% means no effect
#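 CHO CRE-bla cells, overnight plating in Opti-MEM with 0.5% dialyzed FBS; cpd titration + EC10 NKH 477, 3 h 37 °C; CCF4 2 h RT; ex 405/em 460 vs 530 ratio → %Activity, AC50.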
# UbGFP stabilizer = proteasome inhibitors stabilizing ubiquitin-GFP reporter; Ubiquitin-GFP reporter cells, proteasome inhibition, GFP fluorescence; response scale: untreated = 0%, 10 µM MG-132 = 100%; Potency, µM (doses to about 45.9 µM), for the others: top-dose activation (GFP accumulation), most hits filed as activators; 67,000 tested, under 10 active; active = well fitted activation curve with a large enough effect, not every such curve was filed as active; inconclusive = small, poorly fitted or top-dose-only effect, or another doubt; inactive = no such curve, though single readings can be large or run the other way; also: potency is read from the fitted curve at half-maximal effect
#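 U2OS Ub(G76V)-GFP reporter; O/N plating, 0.5% FBS; cpd 46 uM–2.9 nM, 4 h, 37 °C; GFP+ cell count, 488/515 nm; norm. to basal vs 10 uM MG-132; CRC fit.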
# GFP derepression = derepresses silenced GFP locus in mouse C127i cells | mouse C127i GFP locus derepression, cytometry, 30 h | Potency, µM (top dose mostly 46.1 µM), for inactives: top-dose GFP derepression (activation) | 68,000 compounds, 0.09% hits | AID 597; also: % of control where 0% means no effect
#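 Murine C127i mammary cells carrying a silenced, stably integrated CMV-driven GFP reporter were treated with compound for 30 hours at 37 C. After PBS washes, GFP-positive cells were counted by laser-scanning microplate cytometry.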
# 4MU fluor = compound fluoresces in the 4-MU spectral region. compound autofluorescence, 340/450 nm, 4-MU equivalents; hits give high values. max dye-equivalent concentration, M. 59,000 compounds, 11% hits. AID 589; in the data active = max dye-equivalent concentration above about 10 nM; inconclusive = mostly about 1.1 nM to 9.6 nM
#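 Intrinsic fluorescence at 340/450 nm (ex/em) was read after 15 min at room temperature in pH 8.0, 100 mM Tris. Each compound concentration expressed as 4-MU-equivalent concentration from a six-point 4-MU standard series on each plate.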
# * hit, by the source's call; i = inactive; ? = inconclusive; . = no result given; & = joins results of further samples; [ ] = remark or other dose. Unless noted, calls follow the shape of the dose curve; as a rule, active = well fitted curve in the direction sought with a large enough effect; inconclusive = small, poorly fitted or top-dose-only effect, or another doubt; inactive = no such curve, though single readings can be large; an effect the other way counts as inactive or inconclusive.
# Values run as follows: ALOX15 inhib	Hsp90 Hop PPI	BRCT inh red	Pol III holo inh	HBB splicing	A350 autofl	BRCT PPI green	CRE Fsk mod	UbGFP stabilizer	GFP derepression	4MU fluor
> Cc1nn(Cc2ccccc2Cl)c2sc(C(=O)OC3CCCC3=O)cc12 (configuration not stated)
 : -8%	12%	-0.9%	6%	0.3%	i	1.5%	?	15%	-1%	i
> CCN1C=C(C(=O)OC)C(c2cccc(C)c2)C(C(=O)OC)=C1
 : 6%	20%	1.3%	-3%	1.1%[9.22 µM]	.	-0.4%	?	3%	2%	.
> CCOC(=O)C1=C(C)Nc2ccccc2N=C1NC(=O)CCCN1C(=O)c2ccccc2C1=O
 : -4%	-5%	0.3%	-4%	0.1%	i	-0.9%	-5%	1%	0%	i
> CS(=O)(=O)N(CCc1ccccc1)CC(=O)NCc1ccccn1
 : -8%	-5%	-0.2%	0%	0.1%	i	0.3%	-20%	-2%	0%	i
> Cc1ccc(N2C(=O)C3C(C2=O)C(C(=O)c2ccc(Cl)cc2)N2CCCC32)cc1 (configuration not stated)
 : -25%	-8%	1.4%	0%	3.1%[1.84 µM]	i	9.4%	?	3%	4%	i
> Cc1cc(C)cc(NC(=O)CSc2nnc(-c3ccccc3)n2N)c1
 : -9%	0%	-1.1%	2%	-0.9%[1.84 µM]	?	-0.5%	0%	11%	2%	i
> CCCCS(=O)(=O)NC1=NCN(Cc2ccco2)CN1
 : 6%	-3%	1.3%	-7%	0.1%	i	0.2%	-1%	-2%	6%	i
> CCN(C(=O)Cc1cccs1)c1nnc(-c2cccnc2)s1
 : -6%	2%	-1.5%	-2%	1.2%	i	0.7%	?	2%	2%	i
> CCOC(=O)CNC(=O)C(Cc1ccccc1)NS(=O)(=O)c1cccs1 (configuration not stated)
 : 4%	1%	-0.6%	-9%	-2.9%	i	0.1%	?	-2%	-1%	i
> N#Cc1c(Nc2ccccc2)c(C=NCCN2CCOCC2)c[nH]c1=O
 : -12%	-9%	-0.7%	4%	-0.7%	?	-3.3%	0%	-7%	-2%	i
> COc1ccccc1NC(NC(=O)c1ccco1)C(=O)c1ccccc1 (configuration not stated)
 : -8%	-2%	-0.8%	4%	-5.2%	.	0.3%	-4%	4%	4%	.
> CCOC(=O)c1sc(=NC(=O)c2cccc(OC)c2)n(C)c1C
 : -8%	-2%	-2.0%	7%	-0.4%	4.1e-08M*	-2.4%	8%	4%	0%	4.4e-08M*
> CCCCC(CC)CN (configuration not stated)
 : 4%&-2%	1%&8%	-0.9%&0.3%	2%&-10%	-0.5%&0.5%	.	-1.4%&-0.2%	-4%&3%	.	.	.
> Cc1cc(NC(=O)c2cc3ncc(Br)cn3n2)no1
 : -3%	-1%	-0.7%	-8%	0.8%	?	-2.1%	4%	1%	4%	?
> Cc1cc(Cl)cc(C)c1OCCCCN1CCOCC1
 : -2%	-1%	1.5%	-2%	-1.3%	?	-0.4%	0%	-3%	1%	i
> COc1cc(C2NC(=O)NC(C)=C2C(=O)OC2CCCCC2)cc(Br)c1O (configuration not stated)
 : -19%	-6%	0.1%	-1%	-5.0%	.	0.4%	?	-5%	5%	.
> COc1ccc(C2Nc3ccccc3C(=O)N2O)cc1OC (configuration not stated)
 : -9%	-8%	-0.2%	-4%	-0.8%	?	-2.2%	-4%	7%	2%	?
> CN1CCN(CC(C)(C)NS(=O)(=O)c2ccc(Cl)cc2)CC1
 : 0%	-2%	-0.8%	-3%	-4.1%	?	-3.4%	-5%	0%	1%	i
> COc1ccccc1OCc1nc2ccccc2[nH]1
 : 7%	0%	0.2%	2%	0.2%	?	-0.9%	-12%	0%	-3%	?
> Cc1ccc(S(=O)(=O)CC(=O)N(C)C)cc1
 : 6%	-3%	0.8%	0%	3.3%	i	-0.8%	-3%	1%	1%	i

# Retrieved one by one from the list above (4):
# Values run as follows: ALOX15 inhib	Hsp90 Hop PPI	BRCT inh red	Pol III holo inh	HBB splicing	A350 autofl	BRCT PPI green	CRE Fsk mod	UbGFP stabilizer	GFP derepression	4MU fluor
> Cc1cc(NC(=O)c2cc3ncc(Br)cn3n2)no1
 : -3%	-1%	-0.7%	-8%	0.8%	?	-2.1%	4%	1%	4%	?
> COc1ccccc1NC(NC(=O)c1ccco1)C(=O)c1ccccc1 (configuration not stated)
 : -8%	-2%	-0.8%	4%	-5.2%	.	0.3%	-4%	4%	4%	.
> CN1CCN(CC(C)(C)NS(=O)(=O)c2ccc(Cl)cc2)CC1
 : 0%	-2%	-0.8%	-3%	-4.1%	?	-3.4%	-5%	0%	1%	i
> Cc1ccc(S(=O)(=O)CC(=O)N(C)C)cc1
 : 6%	-3%	0.8%	0%	3.3%	i	-0.8%	-3%	1%	1%	i

# The list goes on.
# Values run as follows: ALOX15 inhib	Hsp90 Hop PPI	BRCT inh red	Pol III holo inh	HBB splicing	A350 autofl	BRCT PPI green	CRE Fsk mod	UbGFP stabilizer	GFP derepression	4MU fluor
> Cc1occc1-c1nnc(SCc2cc(=O)n3cc(Br)ccc3n2)n1C
 : ?	-4%	-1.3%	-11%	-0.2%[57.5 µM]	1.7e-08M*	0.3%	21%	-3%	0%	1.2e-08M*
> COc1cc(C(=O)NCC(c2cccnc2)N2CCN(C)CC2)cc(OC)c1OC (configuration not stated)
 : 9%	-18%	-0.1%	-3%	-1.0%	i	-0.3%	0%	-8%	-1%	i
> O=S(=O)(c1ccccc1)N1CCC2(CCCN(c3ccccc3)C2)CC1
 : 1%	14%	-1.1%	-2%	-0.9%	i	2.3%	8%	-1%	0%[9.22 µM]	i
> O=C(Cc1ccccc1)N1CCN(C(=O)c2cccs2)CC1
 : 0%	1%	0.2%	-6%	.	i	0.2%	0%	-4%	-3%	i
> COc1ccc(N2C(=O)C3CCCN3C2c2ccccc2OC)cc1 (configuration not stated)
 : 6%	-2%	1.4%	-4%	-0.8%	.	-0.5%	-2%	8%	-3%	.
> CCOC(=O)N=S(N)(=O)c1ccc(Cl)cc1 (configuration not stated)
 : -3%	1%	-1.8%	-1%	-0.2%[57.5 µM]	i	-4.4%	-2%	-2%	-2%	i
> CCOC(=O)N(C)c1ccc(C(O)(C(F)(F)F)C(F)(F)F)cc1
 : -3%	3%	-2.0%	-11%	.	i	-1.2%	3%	4%	0%	i
> C/C(N)=C(/C#N)C(=O)COC(=O)CCSc1ccccc1
 : 3%	0%	-2.0%	0%	-0.1%[57.5 µM]	i	-0.2%	-10%	-3%	4%	i
> O=C(Cn1cnc2c(nnn2-c2ccc(F)cc2)c1=O)N1CCCc2ccccc21
 : 12%	-6%	-0.8%	2%	1.3%	i	-0.4%	?	6%	0%	i
> c1ccc(CNc2ncnc3c2ncn3C2CCCCO2)cc1 (configuration not stated)
 : 1%	-3%	-2.0%	-2%	-0.3%[57.5 µM]	i	-1.3%	3%	0%	0%	i
> CCOc1ccc(CCNC(=O)C2CCN(c3nn4c(=O)cc(C)nc4s3)CC2)cc1
 : 2%	1%	0.0%	4%	0.1%	i	0.9%	?	-7%	-1%	i
> CC1CCN(C(=O)C2CCC(CNS(=O)(=O)c3cccc4cccnc34)CC2)CC1 (configuration not stated)
 : -15%	-2%	1.4%	0%	-0.4%	.	-0.6%	-8%	6%	-2%	.
> O=C(CSc1nnc2ccccn12)N1CCc2ccccc2C1
 : -1%	-1%	1.1%	-5%	2.0%	?	-2.8%	-2%	4%	-1%	i
> C[C@@H]1CCN=C(N)S1
 : -17%[25.6 µM]	?	-0.2%&-0.6%	-6%&3%	-0.1%	i	-1.6%&-0.9%	?	7%&1%	-3%&0%	i
> CCCCC(=O)OCCNC(=O)c1cc2ccccc2oc1=O
 : 2%[11.4 µM]	-1%[11 µM]	-0.1%	-2%[11.4 µM]	-4.1%[0.0738 µM]	.	-4.6%	?	7%[9.17 µM]	-2%	.
> CCOC(=O)c1[nH]c(C)c(C(=O)N2CCc3ccccc32)c1C
 : -1%	0%	-4.5%	-6%	-1.2%	i	-0.4%	6.3µM*	-13%	3%	i
> COc1ccc(Cc2nn3c(Cn4nnc5ccccc54)nnc3s2)cc1
 : -7%	-5%	0.1%	-4%	4.0%[57.5 µM]	i	3.0%	2%	1%	0%	i
> COc1cc(SC)ccc1C(=O)NCC1CCCO1 (configuration not stated)
 : 4%	-2%	2.2%	2%	0.7%	i	-0.9%	6%	-6%	3%	i
> CC1(C(=O)NCCN2CCOCC2)C=CCN1C(=O)c1ccccc1 (configuration not stated)
 : 8%	-3%	-0.9%	-6%	0.3%	.	-3.0%	4%	.	.	.
